Compound activity from PubChem.
HT1080 IDH1KD tx: HT-1080 IDH1 knockdown cell toxicity (counter line); HT-1080 IDH1 knockdown viability, ATP luminescence, 48 h; Potency, µM (series often up to 46.1 µM), inactives show at the top dose activity, negative = toxicity, actives largely listed as cytotoxic; 360,000 compounds, 2% hits; AID 686971;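 also: potency is read from the fitted curve at half-maximal effect; 0% = DMSO wells and -100% = cell-free medium wells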
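Luminescent ATP read-out (CellTiter-Glo, 10 min at room temperature) after 48 h compound exposure at 37 °C gave viability of IDH1-knockdown HT-1080 cells. Activity was normalised to DMSO and cell-free wells, then fitted as concentration-response curves.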
ATXN viability: reduces viability in counter-screen for ATXN expression inhibitors | S2 cells (HEK-293 line with an ATXN2-luciferase reporter) viability, CellTiter-Fluor protease fluorescence, 24 h | Potency, µM (doses to about 56.7 µM), most hits filed as cytotoxic | 400,000 compounds, 0.49% hits; also: potency is read from the fitted curve at half-maximal effect; nearly all actives have a fitted effect of over 40% in size
IL1B secr inh: inhibitors of inflammasome signaling (IL-1 beta secretion) | activity change, % at 57.5 µM | THP-1 LPS/ATP IL-1B secretion, AlphaLISA, 16 h; hits give low values | 360,000 compounds, 4.7% hits | AID 743279; in the data active = activity change below about -50%; inconclusive = mostly about -30% to -49%; also: % is scaled to controls: 0 for no effect and ±100 for the full control effect
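Secreted IL-1B measured by AlphaLISA bead assay after 16 h compound exposure of THP-1 cells; compounds (final up to 57.5 uM) added 1 h before LPS (250 ng/mL) and ATP (1.25 mM) stimulation; lower signal means less secretion.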
HepG2 tox: HepG2 cytotoxicity, counter-screen for TGF-b inhibitors. Potency, µM (titrated, usually from 46.1 µM), for the others: at the highest dose activity change, negative = cytotoxicity, hits mostly cytotoxic. HepG2 CAGA-GFP viability, ATP luminescence, 18 h. 410,000 compounds, 0.76% hits; also: potency is read from the fitted curve at half-maximal effect; some results filed as inactive show a strong effect at the top dose
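HepG2 CAGA-GFP cells (1000/well, DMEM with 1% FBS) received compound, then TGF-beta at 500 pg/mL final, and were incubated 18 hours at 37 degrees C. Viability was read by CellTiter-Glo luminescence. Media-only wells were set as complete cell-killing and DMSO as no toxicity.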
SW480 rerep: induces DNA re-replication in SW480 colon adenocarcinoma cells; SW480 DNA re-replication, Hoechst DNA content imaging, 48 h; Potency, µM (titrated, usually from 46.1 µM), inactives show at the highest dose re-replication activation, most hits filed as activators; 340,000 compounds, 1.8% hits; also: potency is read from the fitted curve at half-maximal effect; % of control where 0% means no effect; nearly all actives have a fitted effect of over 55% in size
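Readout is total intensity of Hoechst-stained nuclei, excited at 405 nm and collected at 500-530 nm. Compound treatment lasted 48 hr at 37 C in 5% CO2 before staining.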
HT1080-NT tox: kills 2HG-producing HT-1080-NT fibrosarcoma cells; HT-1080-NT fibrosarcoma viability, CellTiter-Glo ATP luminescence, 48 h; Potency, µM (titrated, usually from 46.1 µM), inactives show at the highest dose activity, negative = less viability, most hits filed as cytotoxic; 360,000 compounds, 1.6% hits; AID 686970;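 also: NT is the 2HG producing partner of a matched IDH1 knockdown line; potency is read from the fitted curve at half-maximal effect; 0% = DMSO-treated cells and -100% = media-only wells without cells; nearly all actives have a fitted effect of over 55% in size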
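Fibrosarcoma NT cells, 750 per well in 5% FBS RPMI, were exposed to compound for 48 hours. Viability: CellTiter-Glo luminescence.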
KB-3-1 tox: kills parental KB-3-1 adenocarcinoma cells; KB-3-1 viability, CellTiter-Glo ATP luminescence, 72 h; Potency, µM (top dose mostly 46.1 µM), for the others: at the top dose activity change, negative = cytotoxic, hits mostly cytotoxic; 400,000 compounds, 1.4% hits; also: potency is read from the fitted curve at half-maximal effect; % is scaled to controls: 0 for no effect and ±100 for the full control effect; nearly all actives have a fitted effect of over 60% in size
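Parental KB-3-1 viability, qHTS format: 72 h compound exposure, 37 °C; CellTiter-Glo; media-only wells and DMSO plates as controls; concentration-effect fits on corrected data.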
ATXN2 expr inh: reduces ATXN2 reporter expression in HEK-293 cells; HEK-293 ATXN2-luciferase reporter, luminescence, 24 h; Potency, µM (top dose mostly 57 µM), for inactives: at the top dose activity change, negative = inhibition, hits mostly inhibitors; 360,000 compounds, 0.72% hits; AID 1745845; also: potency is read from the fitted curve at half-maximal effect; % is scaled to controls: 0 for no effect and ±100 for the full control effect; nearly all actives have a fitted effect of over 55% in size
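qHTS (up to 57 uM final) was run with 24 h compound exposure of reporter cells at 37 °C. Each well was multiplexed: SteadyGlo luminescence measured ATXN2-luciferase expression after a fluorogenic Gly-Phe-AFC viability readout (25 uM final).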
MCF10A rereplic: inducers of DNA re-replication in MCF 10A breast cells; MCF 10A DNA re-replication, Hoechst nuclear intensity, 48 h; Potency, µM (doses to about 46.1 µM), without a hit: at the top dose activity, positive = re-replication, most hits filed as activators; 350,000 compounds, 2.9% hits; also: potency is read from the fitted curve at half-maximal effect; % of control where 0% means no effect; nearly all actives have a fitted effect of over 50% in size
* = called active by the depositor; i = inactive; ? = inconclusive; / = no result given; [ ] = dose if it differs, or a comment. Unless noted, calls follow the shape of the dose curve; as a rule, active = well fitted curve in the direction sought with a large enough effect; inconclusive = small, poorly fitted or top-dose-only effect, or another doubt; inactive = no such curve, though single readings can be large; an effect the other way counts as inactive or inconclusive. The list is partial; the hit share may differ from the screen's.

SMILES	HT1080 IDH1KD tx	ATXN viability	IL1B secr inh	HepG2 tox	SW480 rerep	HT1080-NT tox	KB-3-1 tox	ATXN2 expr inh	MCF10A rereplic
Cc1ccc(CNCCc2ccccc2F)cc1	11%	i	-72*	10%	-1%	3%	6%	5%	?
Brc1cc2c(cc1CN1CCN(c3ccccc3)CC1)OCCO2	-18%	i	-24	-10%	27%	-14%	?	4%	12%
CCCCc1nn2c(=O)cc(COC(=O)Cc3ccccc3)nc2s1	/	i	/	-2%	/	/	5%	-12%	/
Cc1cc(-c2ccccc2)cc(-c2ccccc2)[n+]1CCc1ccccc1	-88%	?	?	-28%	5%	-92%	?	?	?
COc1cc2[nH]c(C(=O)N3CCC4(CC3)OCCO4)cc2c(OC)c1OC	-3%	i	0	-4%	-1%	0%	-5%	6%	-1%
O=C(NCP(=O)(Oc1ccccc1)Oc1ccccc1)OCc1ccccc1	13%	i	-5	-20%	/	13%	15%	3%	/
Cc1ccc(C(=O)COC(=O)Cc2ccccc2)cc1	7%	i	0	-25%	-6%	10%	-3%	5%	2%
CCN1C(=O)NC(=O)/C(=C\c2cn(CC(=O)N3CCCC3)c3ccccc23)C1=O	-1%	i	26	-17%	10%	-8%	-2%	-15%	0%
COC1=CC=C2[C@H]3Cc4ccc(OC)c5c4[C@@]2(CCN3C)[C@H]1O5	-5%	?	-7	-15%	-1%[20.6 µM]	-1%	?	-19%	6%[20.6 µM]
C=C1N2CCC(CC2)C1(O)c1ccc(C)cc1 (stereo not given)	11%	i	-3	-1%	-4%	4%	5%	-3%	5%
CCCNC(=O)N1[C@H]2CC[C@@H]1C(C(=O)OC)=C(c1cccc(C#N)c1)C2	1%	i	-8	-3%	8%	14%	-1%	-6%	0%
COc1cc(CN=C(C)c2c(O)n(C3CCCCC3)c(=O)[nH]c2=O)cc(OC)c1	?	i	-23	57%	-132%[inhibitor]	-17%	-1%	-14%	3%
Cc1cnc(-n2c(=S)[nH]c3ccccc3c2=O)s1	5%	i	6	-32%	-5%	2%	-2%	/	1%
CCOP(=O)(OCC)C(Cc1ccccc1)N=C(c1ccccc1)c1ccccc1 (stereo not given)	?	i	-3	-105%	/	?	?	?	/
O=C(CN1CC=C(c2ccccc2)CC1)NC(=O)NCc1ccccc1	7%	i	6	7%	-8%	4%	18%	-19%	8%
Cc1c2ccncc2c(C)c2c1[nH]c1ccccc12	3.7µM*	?	-79*	13µM*	7.3µM*	10µM*	?	14µM*	5.8µM*
COc1ccc(OC)c(/C=N/OC(=O)Nc2ccc(Cl)cc2)c1	-11%	?	6	-21%	-2%	-13%	0%	/	-1%
CC(C)(C)NC(=O)Cn1cc(C(=O)c2ccccc2F)c2ccccc21	-4%	?	29	-16%	-1%[9.22 µM]	0%	-2%	7%	1%
COc1ccc(C(CC(=O)N2CCC3(CC2)OCCO3)NS(=O)(=O)c2ccc(OC)cc2)cc1 (stereo not given)	6%	i	-4	-12%	-1%	19%	3%	-21%	-1%
Cc1ccc(C(=O)N[C@@H](C)CN2C3=NC[C@H](Cc4ccccc4)N3C[C@H]2Cc2ccc(O)cc2)cc1Br	?	/	-14	11µM*	13µM*	?	?	25µM*	?
Cc1nc2ccccc2c(=O)n1-c1ccc(Br)cc1[N+](=O)[O-]	8%	i	11	-3%	?	-2%	1%	/	2%
COCCNC(=O)c1c(N)n(CCC(C)C)c2nc3ccccc3nc12	-2%	/	-116*	-77%	?	-3%	20%	-15%	3.3µM*
CCC1(CC)C(=O)NC(=Nc2cccc(C(F)(F)F)c2)NC1=O	-4%	i	12	-3%	-2%	-2%	-34%	5%	6%
O=C(CCCOc1ccc(Cl)cc1Cl)Nc1cc(S(=O)(=O)N2CCOCC2)ccc1N1CCOCC1	-3%	?	?	3%	5%	-13%	-9%	-21%	12%
COc1ccc(CN2Cc3cc(-c4cccc(F)c4)ccc3-n3nncc3C2)cc1	0%	i	-29	13%	/	-13%	-5%	-2%	/
CCn1c(O)c(N=Nc2cccc(S(=O)(=O)N3CCOCC3)c2)c(=O)n(CC)c1=S	6%	i	?	4%	?	-4%	7%	6%	?
Cc1noc(C)c1CC(=O)N1CCCC(N2CCN(c3ccccc3F)CC2)C1 (stereo not given)	-2%	i	-4	-8%	-2%	0%	-5%	-4%	4%
N=c1n(CCO)c2ccccc2n1Cc1ccccc1	-2%	i	-5	-1%	7%	-4%	-1%	-21%	5%
CCCCNC(=O)CN1C(=O)CN=C(c2ccccc2)c2ccccc21	0%	i	-9	10%	-6%	4%	23%	/	-2%
O=c1[nH]c(=O)n(CCc2ccc(F)cc2)c(O)c1/C=N/N1CCCCC1	27%	i	/	15%	?	18%	7%	-10%	?
CCCOC(=O)c1ccc(-[n+]2c(-c3ccccc3)cc(-c3ccccc3)cc2-c2ccccc2)cc1	12µM*	?	-86*	-41%	17%	21µM*	16µM*	-35%	?
CC(C)(C)c1cc(OC(=O)Cc2ccccc2)ccc1O	-7%	?	-13	-29%	?	-8%	-3%	0%	?
Cc1cc(=O)oc2c(C)c(OCC(=O)N3C[C@H]4C[C@@H](C3)c3cccc(=O)n3C4)ccc12	2%	i	-11	-16%	0%	2%	0%	0%	-1%
O=C(C1CCCO1)N1CCC2(CC1)OCCO2 (stereo not given)	5%	i	0	-5%	-9%	12%	13%	11%	-2%
C=CCN1C(=O)/C(=C/c2ccc(N3CCOCC3)o2)C(=O)NC1=S	9%	?	15	0%	14%	12%	14%	7%	17%
COC(=O)C1=C(c2cc3ccccc3s2)C[C@@H]2CC[C@H]1N2C(=O)NCc1ccco1	3%	?	-16	-9%	21%	5%	0%	-4%	-7%
CCn1c(O)c(C=NCc2cccs2)c(=O)[nH]c1=O	0%	?	16	-1%	3%	12%	6%	20%	2%
CCc1nc2ccccc2c(=O)n1-c1cccc(OC)c1	6%	i	14	1%	1%	6%	-2%	-6%	-4%
Cn1c(O)c(/C=C2\C=Nc3ccccc32)c(=O)n(C)c1=O	-1%	i	11	-61%	-2%	0%	3%	/	-9%
COc1ccc(CCNC(=O)c2ccc3c(c2)N=C(C)c2cc(C)ccc2S3)cc1OC	/	?	/	-30%	/	/	-5%	?	/
O=C1C2CCCN2C(c2ccc(Cl)cc2)N1c1ccccn1 (stereo not given)	-1%	i	-19	2%	0%	-2%	-12%	7%	1%
CCC(C)n1c(O)c(/C=N/N2CCOCC2)c(=O)[nH]c1=S (stereo not given)	-1%	i	3	-1%	-1%	-21%	7%	-8%	-3%
O=C(c1ccccc1F)c1cn(CC(=O)N2CCOCC2)c2ccccc12	-1%	i	-13	-16%	3%	-1%	0%	-5%	0%
O=C1CC(N2CC2)C(=O)N1c1ccccc1 (stereo not given)	19%	i	26	12%	/	25%	25%	/	/
CC(=O)c1cn(CC(=O)NCCc2c[nH]c3ccccc23)c2ccccc12	-12%	i	50	-20%	15%	-5%	?	/	?
O=C(Nc1ccc2oc(-c3ccccc3F)nc2c1)c1ccc2c(c1)OCCO2	?	?	-54*	-54%	9%	13µM*	0%	?	?

Part of the list above in a different format:
Fields – HT1080 IDH1KD tx	ATXN viability	IL1B secr inh	HepG2 tox	SW480 rerep	HT1080-NT tox	KB-3-1 tox	ATXN2 expr inh	MCF10A rereplic
CCn1c(O)c(C=NCc2cccs2)c(=O)[nH]c1=O
    0%	?	16	-1%	3%	12%	6%	20%	2%
O=C1C2CCCN2C(c2ccc(Cl)cc2)N1c1ccccn1 (stereo not given)
    -1%	i	-19	2%	0%	-2%	-12%	7%	1%
C=CCN1C(=O)/C(=C/c2ccc(N3CCOCC3)o2)C(=O)NC1=S
    9%	?	15	0%	14%	12%	14%	7%	17%

A draw from above in order of number of heavy atoms, largest number first.
SMILES	HT1080 IDH1KD tx	ATXN viability	IL1B secr inh	HepG2 tox	SW480 rerep	HT1080-NT tox	KB-3-1 tox	ATXN2 expr inh	MCF10A rereplic
COc1ccc(CCNC(=O)c2ccc3c(c2)N=C(C)c2cc(C)ccc2S3)cc1OC	/	?	/	-30%	/	/	-5%	?	/
O=C(Nc1ccc2oc(-c3ccccc3F)nc2c1)c1ccc2c(c1)OCCO2	?	?	-54*	-54%	9%	13µM*	0%	?	?
CC(=O)c1cn(CC(=O)NCCc2c[nH]c3ccccc23)c2ccccc12	-12%	i	50	-20%	15%	-5%	?	/	?
O=C1C2CCCN2C(c2ccc(Cl)cc2)N1c1ccccn1 (stereo not given)	-1%	i	-19	2%	0%	-2%	-12%	7%	1%
CCC(C)n1c(O)c(/C=N/N2CCOCC2)c(=O)[nH]c1=S (stereo not given)	-1%	i	3	-1%	-1%	-21%	7%	-8%	-3%
O=C1CC(N2CC2)C(=O)N1c1ccccc1 (stereo not given)	19%	i	26	12%	/	25%	25%	/	/
